Assay outcomes as filed in PubChem BioAssay.
DENV2 CPE – protects cells from dengue virus 2 cytopathic effect; DENV2-infected cells, cytopathic effect rescue, plate reader; CPE inhibition, % at 9.99 µM; 350,000 compounds, 1.7% hits; in the data active means CPE inhibition above about 20%, passing the limit was not always enough; inconclusive means no clear call, values can overlap the other calls; tested in BHK-21 cells;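 further: 0% = median of neutral control wells and 100% = median of positive control wells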
miR-122 sensor – miR-122 inhibition in Huh7 cells | AID 602342 | activation (reporter increase), % at 12.5 µM | 340,000 compounds, 0.3% hits | Huh7 miR-122 Renilla luciferase sensor, 48 h; neutral wells = 0, positive control = 100;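 active means mean replicate activation score at least 90 and every replicate individually at or above 90; inconclusive means only one of the two criteria met; inactive means neither criterion met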;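 further: higher luciferase means less miR-122 activity so hits act as miR-122 inhibitors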
ERp5 inh – ERp5 (human) disulfide isomerase inhibition; Q15084; ERp5 insulin aggregation, absorbance 650 nm, 90 min; inhibition, % at 9.99 µM; 350,000 compounds, 0.05% hits; AID 651711;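 active means mean replicate inhibition above about 25%, with every replicate also reaching it, limit read from the data, passing the limit was not always enough; inconclusive means only one of those two criteria met; inactive means neither criterion met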
Target sequence (Q15084 whole entry, looked up): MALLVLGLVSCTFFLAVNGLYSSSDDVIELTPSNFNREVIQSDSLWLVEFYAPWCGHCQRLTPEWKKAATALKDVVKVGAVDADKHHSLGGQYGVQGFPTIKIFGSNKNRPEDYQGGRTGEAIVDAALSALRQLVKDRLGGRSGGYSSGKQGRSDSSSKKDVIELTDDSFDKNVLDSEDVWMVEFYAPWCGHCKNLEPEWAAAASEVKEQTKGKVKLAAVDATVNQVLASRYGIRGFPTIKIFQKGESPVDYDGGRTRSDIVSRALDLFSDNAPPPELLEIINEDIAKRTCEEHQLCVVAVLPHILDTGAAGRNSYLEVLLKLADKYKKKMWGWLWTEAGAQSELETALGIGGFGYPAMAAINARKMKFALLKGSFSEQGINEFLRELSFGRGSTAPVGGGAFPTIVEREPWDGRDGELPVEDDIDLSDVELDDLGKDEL
ERAP1 inh – ERAP1 (human) enzyme inhibition; Q9NZ08; recombinant ERAP1, Leu-AMC fluorescence, 60 min; inhibition, % at 10.7 µM; 340,000 compounds, 0.15% hits; AID 652197;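 active means mean replicate inhibition of at least 30%, or all replicates individually reaching that 30% level; inactive means mean below 30% and not every replicate reaching it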;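 further: 0% = neutral control wells and 100% = L-leucinethiol positive control wells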
CFTR F508del cor – correctors of CFTR F508del function in bronchial epithelial cells | CFBE cells, YFP halide quenching; stimulated with forskolin plus potentiator P3; % fluorescence drop versus neutral controls | activity (quench increase), % at 7.58 µM | 350,000 compounds, 0.36% hits | AID 720511;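 active means mean added fluorescence quench of at least 8% versus neutral control, with both replicates also reaching 8%; inconclusive means only one of the mean or replicate conditions met; inactive means mean below 8% and not both replicates reaching 8%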;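 further: cells transiently co-express mutant CFTR-F508del with the halide-sensitive YFP; corrector assay measuring rescue of mutant channel to the surface after 24 h compound exposure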
CASP6 VEID inh – caspase-6 (human) enzyme inhibition. P55212. purified caspase-6, Z-VEID-R110 cleavage fluorescence. inhibition, % at 12.5 µM. 350,000 compounds, 0.53% hits. AID 686996;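 active means mean inhibition across replicates at least about 35%, with every replicate also reaching that limit, limit read from the data; inconclusive means only one of the two criteria met; inactive means neither criterion met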;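 further: 0% = median of neutral control wells and 100% = no fluorescence left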
Target sequence (P55212 24-179 limits assumed): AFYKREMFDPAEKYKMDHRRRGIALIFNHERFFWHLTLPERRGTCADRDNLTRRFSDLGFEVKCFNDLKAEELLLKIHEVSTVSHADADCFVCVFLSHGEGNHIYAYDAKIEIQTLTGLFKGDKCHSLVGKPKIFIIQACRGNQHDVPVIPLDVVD
Target sequence (P55212 194-293 limits assumed): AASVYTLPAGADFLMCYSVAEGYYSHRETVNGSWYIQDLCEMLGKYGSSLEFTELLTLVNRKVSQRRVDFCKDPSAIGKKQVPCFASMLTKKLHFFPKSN
SIRT5 inh – inhibitors of human sirtuin-5 desuccinylase; Q9NXA8; Purified SirT5, succinyl-peptide AMC, trypsin-coupled fluorescence; inhibition, % at 15 µM; 330,000 compounds, 1.1% hits; AID 652115; in the data active means inhibition above about 15%; inconclusive means no clear call, values can overlap the other calls
Target sequence (Q9NXA8 whole entry, looked up): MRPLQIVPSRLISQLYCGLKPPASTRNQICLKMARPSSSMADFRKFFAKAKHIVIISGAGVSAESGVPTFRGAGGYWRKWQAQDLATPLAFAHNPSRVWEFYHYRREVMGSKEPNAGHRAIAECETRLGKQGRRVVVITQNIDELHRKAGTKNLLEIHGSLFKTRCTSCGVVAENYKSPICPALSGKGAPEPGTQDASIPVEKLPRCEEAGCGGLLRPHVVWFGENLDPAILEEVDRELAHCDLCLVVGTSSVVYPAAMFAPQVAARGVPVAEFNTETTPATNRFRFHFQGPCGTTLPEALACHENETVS
An asterisk follows results filed as active; ? = inconclusive; / = not tested or not shown; [ ] = dose if it differs, or a comment.

DENV2 CPE,miR-122 sensor,ERp5 inh,ERAP1 inh,CFTR F508del cor,CASP6 VEID inh,SIRT5 inh,SMILES
13,/,2,1,1.4,25,-2,O=[N+]([O-])c1ccc(Cl)c(S(=O)(=O)Nc2cccc(S(=O)(=O)NC3=NCCC3)c2)c1
0,4[16.7 µM],0,-5,-0.5,-3,-8,C[C@H]1CN([C@@H](C)CO)C(=O)c2cc(NC(=O)CCCN(C)C)ccc2O[C@@H]1CN(C)S(=O)(=O)c1ccc(F)cc1
?,/,-1,-1,1.9,-6,1,Cc1cc(C(=O)OCC(=O)Nc2ccccc2C#N)c(C)o1
0,/,3,-1,1.4,2,-2,COc1ccc(Cl)cc1C=CC=Nc1ccccc1O
-1,/,-6,10,/,-4,-1,CCN(CC)C(=O)C(=O)c1cc(C)n(-c2ccc(F)cc2)c1C
-1,-1[16.7 µM],-2,1,-1.8,2,4,CCCNC(=O)N1C[C@@H](O)COC[C@@H]2O[C@@H](CC(=O)N3CCN(C)CC3)CC[C@H]21
-2,/,-4,1,1.5,0,/,CCC[C@@H]1C[C@@]1(CCC)[C@@H](NP(=O)(c1ccccc1)c1ccccc1)c1ccc(C(=O)OC)cc1
-7,50[16.7 µM],3,/,-1.3,/,-6,CC(=O)N1[C@H](CO)[C@H](c2ccccc2)[C@H]1CN(CC(C)C)C(=O)c1ccccn1
-7,/,12,4,0.8,-2,-1,COC(=O)N1C[C@H](Oc2cccc3ccccc23)[C@H]2C[C@@H]1c1ccccc1O2
6,/,0,-6,-1.5,2,3,O=C(c1cc([N+](=O)[O-])cc([N+](=O)[O-])c1)N1CCN(C(=O)c2ccco2)CC1
10,0,9,0,-0.4,0,-22,COc1cccc(CNS(=O)(=O)c2csc(C(N)=O)c2)c1
-4,/,0,0,3.2,-2,/,COC(=O)C1=C(C)N(C)C(=NCC2CC2)NC1c1ccc(Cl)cc1 (configuration not stated)
?,4[16.7 µM],/,/,1.1,/,/,C[C@@H]1CCCCO[C@@H](CN(C)C(=O)c2ccncc2)[C@@H](C)CN([C@H](C)CO)C(=O)c2cc(NC(=O)CCC(F)(F)F)ccc2O1
-1,/,-6,0,-0.9,2,-8,CC(C)CC#Cc1ccc([C@H]2[C@H]3CN(C(=O)CN4CCOCC4)CC(=O)N3[C@H]2CO)cc1
-3,15,0,1,4.1,0,-3,O=C(CSc1nnc(Cc2ccccc2)o1)c1ccc2c(c1)OCO2
11,/,4,-2,2.9,6,-4,Cc1oc2c(C)c3oc(=O)c(CCC(=O)N[C@@H](CC(C)C)C(=O)O)c(C)c3cc2c1C
11,/,0,6,0.2,-4,1,Cc1ccc(C(C(=O)NC2CCCC2)N(C(=O)c2csnn2)c2ccccc2)o1 (configuration not stated)
5,/,6,-7,-0.3,0,3,CCCC[C@@H]1Cc2[nH][nH]c(=O)c2[C@H](c2ccc(C(C)C)cc2)O1
11,-2,1,/,0.6,-1,-4,O=C(c1ccco1)N1CCN(C2CN(C3CCCC3)S(=O)(=O)C2)CC1 (configuration not stated)
-4,-6,0,/,2.6,1,-3,CC1=C(C(=O)N2CCOCC2)CC(CC(=O)NCCCCc2ccccc2)C(=O)N1Cc1ccc(F)cc1 (configuration not stated)
10,0,5,-3,0.9,/,-4,O=C(CSc1nncn1-c1ccccn1)Nc1ccccc1Cl
1,2,2,2,3.0,1,-11,Cc1ccccc1CCNC(=O)c1cc(C2CC2)nc2c1cnn2C(C)C
-2,5,-4,2,/,3,1,Cc1cccc(N2CCC(N=CN(C)C)=N2)c1
8,21[16.7 µM],-1,1,3.5,-2,-1,O=C(c1ccccc1F)N1C[C@H]2[C@@H](c3ccccc31)[C@H](CO)N2C(=O)C1CCCC1
-10,0,5,-1,0.4,4,-10,C=CCn1c(C(C)NC(=O)c2cccs2)n[nH]c1=S (configuration not stated)
-15,/,2,-1,1.6,-4,/,COC(=O)C1=C(COc2ccccc2)NC(=O)NC1c1ccc2ccccc2c1 (configuration not stated)
2,0,2,-11,0.9,0,-2,CCCC(=O)N1CCCC1(C)C(=O)Nc1cc(OC)ccc1OC (configuration not stated)
3,/,3,8,-1.2,1,3,O=C(Cc1ccccn1)NCC[C@H]1CC[C@H](NC(=O)c2ccccc2F)[C@H](CO)O1
-1,0[16.7 µM],/,/,-2.6,/,/,O=C(C[C@H]1CC[C@@H]2[C@H](COC[C@@H](O)CN2Cc2cccc(-c3ccncc3)c2)O1)N1CCOCC1
-4,-7,1,/,0.6,-2,17*,CC1=NCCN1CCNC(=O)Nc1ccc(F)cc1
?,2[16.7 µM],-2,7,0.3,1,-2,C[C@@H]1CN([C@@H](C)CO)C(=O)c2cc(NC(=O)Nc3ccc(F)cc3)ccc2O[C@@H](C)CCCCO[C@@H]1CN(C)C(=O)CCCN(C)C
5,-7,-5,-1,2.9,12,0,COc1ccc(Cc2c(-c3ccc(C)cc3)nc3ccc(Cl)cn23)c(C)c1
-6,0[16.7 µM],-2,4,-2.3,-1,6,COCC(=O)N1CC[C@@H]2[C@H]1c1cc(-c3ccc(F)cc3)ccc1N(C)[C@@H]2CO
49*,12[16.7 µM],4,-1,-2.7,-1,-2,COc1ccc(S(=O)(=O)N(C)C[C@@H]2OCCCC[C@H](C)Oc3ccc(NC(=O)NC(C)C)cc3C(=O)N([C@@H](C)CO)C[C@H]2C)cc1
3,0,16,2,1.0,5,-1,COc1ccc(NC(=O)CCC(=O)Nc2nnc(C(C)C)s2)cc1Cl
17,21[16.7 µM],-5,1,/,-1,-4,CC(C)C#Cc1cnc2c(c1)C(=O)N([C@H](C)CO)C[C@@H](C)[C@H](CN(C)Cc1ccc3c(c1)OCO3)O2
-4,2,-1,2,0.1,-4,1,CCN(CC)c1ccc(S(=O)(=O)N2CCOCC2)cc1NC(=O)COC(=O)C1=COCCO1
2,17,2,0,-2.5,3,-3,CC(C)=CC(=O)Nc1ccccc1Br
14,/,5,-3,1.3,2,0,CCCn1c(CN2CCN(C(=O)OCC)CC2)nc2cc([N+](=O)[O-])ccc21
?,-3,-2,-3,-1.4,0,1,Cc1cc(S(=O)(=O)n2cnc3cc([N+](=O)[O-])ccc32)ccc1Cl
8,/,3,-1,-1.0,-3,-4,COc1cccc(OC)c1C(=O)NC(=S)N1CCOCC1
-5,-5,0,1,0.3,6,-5,COc1ccccc1CNC(=O)CCS(=O)(=O)c1ccc(Cl)cc1
-3,-3,-3,-2,4.1,-1,-1,O=C(NC(c1ccc(-c2ccccc2)cc1)c1cnccn1)C1CCN(CCOc2ccc(Cl)cc2Cl)CC1 (configuration not stated)
3,-1,4,0,-0.3,14,-1,COc1ccc(CNC(=O)c2nnn(-c3cccc(C(F)(F)F)c3)c2N)cc1
0,3,-4,5,1.0,0,/,COC(=O)c1cc(C)ccc1/C=C1/Cc2c(C)cc(C)cc2C1=O
-1,-5,-7,1,-6.1,-3,-3,COC(=O)c1nnn(-c2nc(N(C)C)nc(N(C)C)n2)c1C
5,0,2,-2,-5.1,-3,-2,O=C(Cn1cc(C(F)(F)F)cc(Cl)c1=O)NC1CCS(=O)(=O)C1 (configuration not stated)
-6,-3,5,-1,-1.7,-3,5,O=C(Cc1ccccc1[N+](=O)[O-])N/N=C/c1cccnc1
-1,14,7,0,0.1,-1,0,CCOc1ccccc1NC(=O)COC(=O)c1ccc(S(=O)(=O)N2CCCC2)cc1
-2,-6,3,-8,0.8,0,2,COc1ccc(Cl)cc1S(=O)(=O)N1CCC(C(=O)NCc2ccccn2)CC1
0,-5,2,-1,-1.5,0,-5,Cc1cc(NC2CCCC2)n2nc(C)c(-c3ccccc3)c2n1
8,-20[16.7 µM],-3,1,-4.5,-2,1,C[C@H]1CN([C@@H](C)CO)C(=O)c2cc(C#CC3CCCC3)cnc2O[C@H]1CN(C)C(=O)Nc1ccccc1
5,/,1,5,-1.5,1,1,O=C(NCCNc1ccc(Cl)cc1[N+](=O)[O-])c1cccnc1
-9,7,-2,2,-2.1,0,5,CCOc1ccc(N(CC(=O)N2CCOCC2)S(=O)(=O)c2ccc(F)cc2)cc1
-6,22,1,-1,/,-2,-3,Cc1nc2scc(-c3cccs3)c2c(=O)n1N
-3,-7,-6,0,-0.3,-2,-3,CC(C)(C)NC(=O)CSc1nc(N)cc(=O)[nH]1
-3,4,6,-3,2.9,65*,/,O=C(NCCCN1CCCC1)c1ccc2c(c1)N(Cc1cccc(Cl)c1)C(=O)c1ccccc1S2(=O)=O
2,/,-2,-2,-3.7,3,0,CC1CCN(C(=O)c2cc(-c3ccc4c(c3)OCO4)on2)CC1
11,2[16.7 µM],-1,4,0.5,0,/,CNC[C@H]1Oc2ccc(N(C)C)cc2CC(=O)N([C@@H](C)CO)C[C@@H]1C
-6,-19[16.7 µM],-3,-2,-0.9,1,5,COc1ccc(S(=O)(=O)Nc2ccc3c(c2)C(=O)N([C@@H](C)CO)C[C@H](C)[C@H](CN(C)Cc2ccc(C(F)(F)F)cc2)O3)cc1

(list continues)
DENV2 CPE,miR-122 sensor,ERp5 inh,ERAP1 inh,CFTR F508del cor,CASP6 VEID inh,SIRT5 inh,SMILES
-4,21,3,-2,-4.3,/,-5,CCc1nc2c(OCc3ccc(OC(F)F)cc3)cccn2c1N(C)C(=O)c1ccc(OC)cc1
?,/,1,1,-0.9,0,1,O=C(CCC(=O)c1ccc(-c2ccccc2)cc1)Nc1cccnc1
47*,-4,1,0,-0.6,-1,-2,CCc1ccc(NC(=O)COc2ccc3c(c2)OCO3)cc1
-1,3,3,/,3.6,0,0,O=C(Cc1nc2ccccc2[nH]1)c1ccc([N+](=O)[O-])cc1
2,19,3,3,4.3,0,1,Cc1cccc(N2CCN(C(=O)c3cc(S(=O)(=O)N4CCCC4)cn3C)CC2)c1C
4,-2,1,0,1.9,16,1,CCOc1ccc(CCNC(=O)COC(=O)COc2ccc(Br)cc2)cc1OCC
5,/,0,1,3.2,-6,6,C[C@H]1CN([C@@H](C)CO)C(=O)c2cc(-c3cccc(C(=O)N(C)C)c3)cnc2O[C@@H]1CN(C)S(=O)(=O)c1ccccc1
1,16[16.7 µM],-2,1,-0.1,-1,-2,CN(C)C(=O)C[C@@H]1CC[C@@H]2[C@@H](COc3ccc(NC(=O)Nc4cccc(Cl)c4)cc3C(=O)N2C)O1
/,-3,-3,0,2.5,1,-1,O=C(c1n[nH]c2ccccc12)N1CCN(S(=O)(=O)c2ccc(Cl)cc2)CC1
-2,/,0,4,-3.5,-8,0,COc1ccc(NC(=O)CSc2ccc3nnc(-c4cccnc4)n3n2)cc1OC
3,4,3,-2,2.1,-1,/,CCCNC(=O)C1(C)CCN(C(=O)Cc2ccc(OC)c(OC)c2)C1 (configuration not stated)
3,-3,6,2,-1.0,1,5,COc1ccc(CNS(=O)(=O)c2cc(-c3cc(C)no3)ccc2OC)cc1OC
/,15,0,8,-1.9,-1,-7,Cc1cc(C(=O)Nc2ccc(S(=O)(=O)N3CCCC3)cc2)no1
-4,-9,-4,2,-1.5,-5,0,O=C(CCc1nnc2ccc(N3CCCCC3)nn12)NCc1ccco1
-1,/,-3,1,/,-2,-3,Clc1ccccc1/C=N/NC1=Nc2cccc3cccc1c23
1,-4[16.7 µM],-3,0,-3.2,-1,-2,O=C(C[C@@H]1C[C@H]2c3cc(NC(=O)Nc4ccc(C(F)(F)F)cc4)ccc3O[C@H]2[C@@H](CO)O1)NCc1ccccn1
3,-6,0,-2,-1.2,-1,18*,Nn1c(C2CCC2)nc2cc(Cl)ccc2c1=O
?,4[16.7 µM],-3,-3,-2.4,-1,3,C[C@H]1CN([C@@H](C)CO)C(=O)c2cc(C#CC(C)(C)O)cnc2O[C@H]1CN(C)C(=O)C1CCOCC1
8,/,-2,-1,0.7,-2,0,O=C(COC(=O)c1ccc(O)cc1)NC1CCCCCC1

In the list so far, these have bromine:
DENV2 CPE,miR-122 sensor,ERp5 inh,ERAP1 inh,CFTR F508del cor,CASP6 VEID inh,SIRT5 inh,SMILES
2,17,2,0,-2.5,3,-3,CC(C)=CC(=O)Nc1ccccc1Br
4,-2,1,0,1.9,16,1,CCOc1ccc(CCNC(=O)COC(=O)COc2ccc(Br)cc2)cc1OCC
